From PubChem BioAssay
Tb hexokinase – blocks Trypanosoma brucei hexokinase 1 activity. recombinant TbHK1, G6PDH-coupled NADH A340. inhibition, % at 10 µM. 220,000 compounds, 0.11% hits. AID 1430;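 active = inhibition of 50% or more in the single-dose primary screen; inactive = inhibition below 50%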
thrombin 1536 – inhibitors of human thrombin; AID 1046; 220,000 compounds, 0.26% hits; alpha-thrombin, Boc-VPR-AMC fluorogenic substrate cleavage; inhibition, % at 5 µM;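 active = inhibition at or above 40%; inactive = inhibition below 40%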;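 also: 0% = enzyme with no compound and 100% = wells without enzyme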
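Material: human alpha-thrombin protein. Incubation: reaction at ambient temperature. Technique: fluorescence of released AMC, ex 355 nm, em 460 nm. Control set: no-compound enzyme wells and no-enzyme blanks. Also added: Boc-VPR-AMC substrate, 15 µM final. Buffer or medium: pH 7.5 Tris (50 mM) with NaCl 150 mM, Tween 20 0.05%.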
m-calpain inh – inhibitors of pig calpain II. purified calpain II, fluorogenic peptide substrate, 30 min. inhibition, % at 16 µM. 220,000 compounds, 0.37% hits;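 active = inhibition above about 50%, limit read from the data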
PPC-1+TRAIL kill – PPC-1 cancer cell killing with TRAIL present | 220,000 compounds, 0.41% hits | PPC-1 cells + TRAIL, ATPLite viability luminescence | cell killing (% activity), % at 4 µM;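 active = cell killing above 50% in the first pass at 4 µM, then a duplicate retest at 5 µM averaging 50% or more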;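 also: plate controls were cells with TRAIL plus DMSO for no effect and medium-only wells lacking cells for full effect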
TRPML3 agonist – human mucolipin-3 channel agonism; Q8TDD5; 220,000 compounds, 0.29% hits; AID 1448; HEK293 TRPML3-YFP, Fluo-8 calcium fluorescence; 100% = the carbachol control signal; activation, % at 3 µM;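 active = activation above its plate's cutoff, the mean activation of the plate's test wells plus 3 SD, cut at about 12% in these data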;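 also: 0% = DMSO only wells and 100% = carbachol wells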
Target sequence (Q8TDD5 whole entry, looked up): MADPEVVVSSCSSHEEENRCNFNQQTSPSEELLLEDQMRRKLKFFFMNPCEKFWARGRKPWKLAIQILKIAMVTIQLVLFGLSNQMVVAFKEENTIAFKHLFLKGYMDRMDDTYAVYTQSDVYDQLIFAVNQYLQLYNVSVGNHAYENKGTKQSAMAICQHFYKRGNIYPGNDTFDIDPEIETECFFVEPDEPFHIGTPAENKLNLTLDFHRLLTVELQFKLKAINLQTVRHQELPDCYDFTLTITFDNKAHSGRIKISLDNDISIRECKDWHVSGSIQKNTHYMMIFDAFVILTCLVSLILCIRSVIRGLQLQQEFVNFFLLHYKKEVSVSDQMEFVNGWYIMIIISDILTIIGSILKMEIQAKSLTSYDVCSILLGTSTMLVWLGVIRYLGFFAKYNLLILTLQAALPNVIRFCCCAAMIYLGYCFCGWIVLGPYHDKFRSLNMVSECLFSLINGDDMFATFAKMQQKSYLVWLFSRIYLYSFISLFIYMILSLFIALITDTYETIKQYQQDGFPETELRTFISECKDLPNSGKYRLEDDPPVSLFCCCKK
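system = HEK293 cells stably carrying human TRPML3-YFP | doses = one concentration, 3 µM nominal, 0.3% DMSO | timing = dye loading 1 h 37 °C then 30 min ambient, 125 s read | detection = Fluo-8 calcium dye fluorescence, ex 470-495, em 515-575 nm | benchmarks = high control carbachol 87 µM, low control DMSO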
KCC2 mod – modulators of human KCC2 chloride dependent transport | Q9H2X9 | KCC2 cells, thallium flux FluoZin-2 fluorescence | B-score of Tl+ flux slope (higher = more flux/activation; lower = inhibition) at 10 µM | 190,000 compounds, 2.2% hits | AID 1456;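 active = thallium flux slope and its plate-corrected score both differing from the plate sample mean at a set confidence after two filtering rounds, in either direction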;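 also: slope of fluorescence scaled to starting intensity during 10 to 20 s after thallium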
Furin inh – blocks human furin protease activity. P09958. purified furin, fluorogenic substrate cleavage. inhibition, % at 30 µM. 220,000 compounds, 0.061% hits. AID 463115; in the data active = inhibition above about 25%; also: inactives centre near -15
EBV gp42 inh – inhibitors of Epstein-Barr virus glycoprotein 42 | Fluorescence polarization binding assay, mP read-out | Q1HVG2 | inhibition, % (tested at 21.74 µM) | 220,000 compounds, 0.42% hits; in the data active = inhibition above about 50%
Target sequence (Q1HVG2 whole entry, looked up): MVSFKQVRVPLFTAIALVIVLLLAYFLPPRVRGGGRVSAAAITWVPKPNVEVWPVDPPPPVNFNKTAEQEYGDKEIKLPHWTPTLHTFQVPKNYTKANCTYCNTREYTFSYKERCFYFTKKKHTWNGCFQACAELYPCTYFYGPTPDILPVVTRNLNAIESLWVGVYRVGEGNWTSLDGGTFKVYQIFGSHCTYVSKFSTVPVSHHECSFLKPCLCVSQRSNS
zfTRPN1 agonist – activates the zebrafish TRPN1 channel. activation, % at 3 µM. AID 1424. HEK293 zebrafish TRPN1-YFP, Fluo-8 calcium fluorescence; 100% = response to 87 µM carbachol. 220,000 compounds, 0.18% hits;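 active = activation above its plate's cutoff, the mean activation of test wells on that plate plus 3 SD, cut at about 19% in these data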;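 also: 0% = DMSO alone and 100% = 87 µM carbachol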
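Control set: carbachol 87 µM as high control, DMSO as low control; system: HEK293 stable line with zebrafish TRPN1-YFP; read-out: % activation versus carbachol response; detection: intracellular calcium fluorescence with Fluo-8; doses: single test compound dose, 3 µM nominal, 0.3% DMSO; schedule: dye 1 h 37 °C plus 30 min RT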
Starred values were filed as active, the others as inactive; i = inactive; . = not tested or not shown; [ ] = another dose, or the depositor's remark. An unsorted share of the library; any-hit rate near 3.6%.

SMILES	Tb hexokinase	thrombin 1536	m-calpain inh	PPC-1+TRAIL kill	TRPML3 agonist	KCC2 mod	Furin inh	EBV gp42 inh	zfTRPN1 agonist
Cc1cccc(C)c1NC(=O)C(=O)NCCOc1ccc(Cl)cc1	2	-7	-8	6	1.0	-1.8	-6	10	4.2
COc1ccc(N2CCn3c2nc2c3c(=O)n(CCCc3ccccc3)c(=O)n2C)c(OC)c1	-16	-4	4	6	0.8	-1.2	-14	-16	1.7
CCOC(=O)c1c(NS(C)(=O)=O)sc2c1CCC(C)C2 (centres undefined)	-9	2	-6	12	-0.2	23*	-6	-8	-1.5
Nc1c2c(nc3c1CCC3)CCCC2	.	.	17	12	-0.2	0.49	.	-2	0.6
CCOC(=O)CC1C(=O)NCCN1C(=O)NC1CCCCC1 (centres undefined)	0	-8	11	-13	0.5	.	-14[20 µM]	-20	-1.1
Cc1nn(C)c(Cl)c1NC(=O)OCc1ccccc1	1	0	8	10	0.9	-1.3	-23[20 µM]	-15	2.3
Cc1sc2nc(C)n(/N=C/N(C)C)c(=O)c2c1C	-16	-1	-8	8	0.3	1.4	-17	-4	2.0
CC12CCC(C(=O)NCc3ccc(Cl)cc3)(OC1=O)C2(C)C (centres undefined)	-7	-4	12	-11	0.2	.	-11[20 µM]	-7	-1.3
c1ccc2c(c1)OCC(c1nnc3n1-c1ccccc1SC3)O2 (centres undefined)	-4	2	12	5	-1.0	-2.1	-24	-14	0.0
Cc1ccc(CSc2nnc(C)c(=O)n2N)cc1	-8	-2	5	18	0.3	0.41	-11	-12	-0.3
O=C(Nc1ccc(O)c(-c2nc3ccccc3o2)c1)C1(c2ccc(Br)cc2)CCCC1	-4	14	-259	13	0.4	0.18	-17	-6	-0.3
O=[N+]([O-])c1cc(/C=N/OCc2c(Cl)cccc2Cl)ccc1N1CCOCC1	1	-11	40	2	0.5	-0.005	11[20 µM]	0	0.4
COc1ccc(CC(=O)Nc2ccc(NC(=O)c3ccccc3F)cc2)cc1	-3	-6	4	3	0.5	0.041	-17	-17	2.0
Cc1nc(CCNC(=O)COc2ccccc2)cs1	-8	-2	-32	-2	0.2	0.11	-14	-11	-0.5
Cc1cc(C(=O)O)c(CSc2ncn[nH]2)o1	5	-1	-7	-2	1.0	0.96	-13	1	0.6
CSc1ccccc1NC(=O)CN(c1cccc(C)c1)S(C)(=O)=O	0	-3	-10	11	0.4	-0.14	-21	-6	-1.3
COc1ccc(-c2nsc(SCC(=O)NCC3CCCO3)n2)cc1 (centres undefined)	6	-23	-1	25	1.1	0.56	-4	-3	0.5
CSc1ccc(C2CC(=O)Nc3c2c(=O)n(C)c(=O)n3C)cc1 (centres undefined)	-10	-1	2	-6	2.1	1.7	-22	-26	3.1
Cc1ncsc1CCC(=O)N1CCCC(C(=O)c2cccc(Cl)c2)C1 (centres undefined)	5	-16	33	13	1.8	.	1	-1	3.4
COCC(=O)N1CCCC(C(=O)c2ccc3c4c(cccc24)CC3)C1 (centres undefined)	-13	-5	-240	8	0.4	-1.6	-27	-2	-0.3
CC(C)[C@H](NC(=O)c1ccco1)C(=O)OCC(=O)Nc1ccc(Cl)c(S(=O)(=O)N(C)C)c1	-4	-2	8	23	0.5	-2.2	-20	-12	4.5
CC1=NNC(=O)C1CC(=O)N/N=C/C(Br)=C/c1ccccc1 (centres undefined)	-18	2	-6	20	0.6	-2	-16	-1	0.6
COc1ccccc1-c1cc(C(F)(F)F)nc(S(=O)(=O)CCCC(=O)Nc2cc(C)on2)n1	4	0	-72	-27	0.0	.	-14	-20	0.6
CCc1nnc(SCC(=O)Nc2ccccc2)nc1CC	12	0	7	11	0.3	0.49	-5	-10	0.8
COc1ccc(C(=O)NCc2ccc3c(c2)cc(C)n3C)cc1	-13	2	17	4	-0.3	0.59	-15	-9	-2.3
O=C(O)C1CC(=O)N(Cc2cccnc2)C1 (centres undefined)	5	-2	-7	-20	0.3	1	-24	-7	1.1
O=C(CSCc1c(Cl)cccc1Cl)Nc1ccc2c(c1)OCO2	0	0	9	16	-0.3	.	-10[20 µM]	3	-0.8
CCOC(=O)c1c(N2C(=O)C3C4C=CC(O4)C3C2=O)sc2c1CCCC2 (centres undefined)	-10	-3	-10	18	1.0	0.82	-18[20 µM]	4	0.3
C=CCn1c(N)cc(=O)nc1SCC(=O)N(c1ccccc1)c1ccccc1	7	17	15	19	0.2	0.28	-10	-2	1.1
CC(=O)Nc1sc2c(c1C(N)=O)CCCC2	-7	-5	-11	3	0.5	0.26	-15[20 µM]	1	-1.3
CC(C)CCNC(=O)c1ccc2nc[nH]c2c1	-5	-2	7	28	0.8	.	-21[20 µM]	-4	-0.4
COc1ccc(S(=O)(=O)N2CC(O)CC2C(=O)OCc2nc3sc(C)c(C)c3c(=O)[nH]2)cc1 (centres undefined)	1	1	-21	15	0.4	1	-25	-2	-0.2
O=C(CN1C(=O)NC2(CCCCCC2)C1=O)N1CCC(Cc2ccccc2)CC1	-7	-5	1	24	1.9	-4.9*	-15[20 µM]	-21	3.9
O=C(COc1ncnc2c(Cl)cc(Cl)cc12)N1CCCCC1	0	1	-34	4	0.8	.	-2	3	-0.7
CN1CCN(C(=O)c2cnn3c2NC(c2ccccc2)CC3C(F)(F)F)CC1 (centres undefined)	9	-1	14	6	0.8	-1	-7	-30	1.9
COC(=O)CSc1nc(N2CCCCC2)c2c(c1C#N)CCCC2	-5	-4	-5	6	0.2	-0.85	-19[20 µM]	3	-1.0
CCn1c(=N)c(S(=O)(=O)c2ccc(F)cc2)cc2c(=O)n3ccccc3nc21	2	-1	-248	9	0.7	.	-35	-10	0.8
CC1CCc2c(sc3nc(SCC(=O)NCc4ccco4)nc(N)c23)C1 (centres undefined)	2	-1	-54	-7	-1.8	-1	-20	-6	-1.7
CN(C)CCCNc1oc(/C=C/c2ccccc2)nc1C#N	-59	-7	-326	5	0.7	0.048	-376	4	0.5
Cc1cc(S(=O)(=O)n2ccnc2)c(Cl)cc1Cl	5	-4	23	.	0.7	0.018	-20	-6	1.3
CCCC(C)NC(=S)Nc1cc(C)cc(C)c1 (centres undefined)	-7	-3	-10	-13	-0.9	0.12	-14	8	-3.0
COC(=O)c1ccccc1NC(=O)N1c2ccccc2Sc2ccccc21	28	-4	20	-20	-0.1	-0.12	-1	3	0.3
O=C(O)CC/C(=N\Nc1ccc(S(=O)(=O)N2CCOCC2)cc1[N+](=O)[O-])c1cccs1	-71	-6	21	6	-0.4	-0.24	5	-9	-1.3
Cc1ccn2c(NC3CCCCC3)c(C)nc2c1	5	-6	-58	22	1.3	-0.34	-30	13	1.5
O=C(COc1ccc2c(c1)C(=O)CC1(CCCCC1)O2)NCc1ccccc1	-2	-20	i	-10	-1.0	0.56	-24[20 µM]	-16	-1.1
CCSc1nnc2n(-c3ccc(OC)cc3)c(=O)c3c4c(sc3n12)CCCC4	2	1	12	18	1.4	-1.8	-10[20 µM]	5	1.0
CCCCN(CCCC)Cc1ccc(N)cc1	-4	-2	-10	15	0.3	0.13	-26[20 µM]	-20	-0.1
O=c1cc(CN2CCN(S(=O)(=O)c3ccccc3[N+](=O)[O-])CC2)nc2sccn12	-2	1	-19	-4	1.7	0.023	-25	-11	0.6
COc1ccc(C(=O)CSc2n[nH]c(N)n2)cc1	-8	2	24	31	0.4	.	-19[20 µM]	1	-0.3
Oc1c(Br)cc(Br)cc1/C=N/c1nc2c(s1)CCCC2	3	2	2	.	-0.1	.	-18[20 µM]	1	-1.8
Cc1ccc(N2C(=O)C(CN(C)C)C2c2ccccc2)cc1 (centres undefined)	3	0	-23	-4	-0.7	.	-16	-5	0.6
CCCCNc1nc2cccnc2s1	-1	1	-26	1	-0.4	0.55	-17	-12	-0.9
CC(=O)c1c(C)[nH]c(C(=O)Nc2nccs2)c1C	-15	5	11	6	0.8	0.23	-16	-3	0.9
COC(=O)c1cnc(Oc2c(Cl)cc(N)cc2Cl)cc1C(F)(F)F	-3	-3	-8	3	-0.1	-2	-12	-14	-0.8
CC(=O)C1=C(C)NC(SCC(=O)c2ccc(F)cc2)=C(C#N)C1c1ccco1 (centres undefined)	-16	3	8	1	0.3	.	-18	-26	2.1
O=c1cc(Nc2ccc3c(c2)OCCO3)[nH]c(=O)n1C1CCCCC1	2	-1	23	4	1.5	1.1	-16[20 µM]	11	2.3
CCOc1cc2[nH]c(=O)n(CCCCC(=O)NCc3ccco3)c(=O)c2cc1OCC	-5	-3	-35	27	1.0	-0.83	-26	1	1.3

Of the compounds above, these contain a thiophene ring, fused or not.
SMILES	Tb hexokinase	thrombin 1536	m-calpain inh	PPC-1+TRAIL kill	TRPML3 agonist	KCC2 mod	Furin inh	EBV gp42 inh	zfTRPN1 agonist
CCOC(=O)c1c(NS(C)(=O)=O)sc2c1CCC(C)C2 (centres undefined)	-9	2	-6	12	-0.2	23*	-6	-8	-1.5
Cc1sc2nc(C)n(/N=C/N(C)C)c(=O)c2c1C	-16	-1	-8	8	0.3	1.4	-17	-4	2.0
CCOC(=O)c1c(N2C(=O)C3C4C=CC(O4)C3C2=O)sc2c1CCCC2 (centres undefined)	-10	-3	-10	18	1.0	0.82	-18[20 µM]	4	0.3
CC(=O)Nc1sc2c(c1C(N)=O)CCCC2	-7	-5	-11	3	0.5	0.26	-15[20 µM]	1	-1.3
COc1ccc(S(=O)(=O)N2CC(O)CC2C(=O)OCc2nc3sc(C)c(C)c3c(=O)[nH]2)cc1 (centres undefined)	1	1	-21	15	0.4	1	-25	-2	-0.2
CC1CCc2c(sc3nc(SCC(=O)NCc4ccco4)nc(N)c23)C1 (centres undefined)	2	-1	-54	-7	-1.8	-1	-20	-6	-1.7
O=C(O)CC/C(=N\Nc1ccc(S(=O)(=O)N2CCOCC2)cc1[N+](=O)[O-])c1cccs1	-71	-6	21	6	-0.4	-0.24	5	-9	-1.3
CCSc1nnc2n(-c3ccc(OC)cc3)c(=O)c3c4c(sc3n12)CCCC4	2	1	12	18	1.4	-1.8	-10[20 µM]	5	1.0
